# Screening data: PubChem, National Center for Advancing Translational Sciences (NCATS)
# ATXN2 expr inh – Primary qHTS for Inhibitors of ATXN expression; HEK-293 ATXN2-luciferase reporter, luminescence, 24 h; Potency, µM (titrated, usually from 57 µM), for inactives: at the highest dose activity change, negative = inhibition, actives largely listed as inhibitors; actives 0.72% (n = 360,000); AID 1745845, 2022; further: potency means the concentration at half of the fitted maximal effect; on the % scale 0 is the no-effect control and ±100 the full control effect; nearly all actives have a fitted effect of over 55% in size
#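 qHTS (up to 57 uM final) was run with 24 h compound exposure of reporter cells at 37 °C. Each well was multiplexed: SteadyGlo luminescence measured ATXN2-luciferase expression after a fluorogenic Gly-Phe-AFC viability readout (25 uM final).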
# A549 viability – Nrf2 qHTS screen for inhibitors: counterscreen for cytotoxicity; Potency, µM (titrated, usually from 46 µM), for the others: at the highest dose activity change, negative = cytotoxicity, usual class: inhibitors; A549 ARE-Fluc cells, CellTiter-Fluor viability, 18-24 h; AID 504648, 2011; actives 0.16% (n = 390,000); further: potency means the concentration at half of the fitted maximal effect; on the % scale 0 is the no-effect control and ±100 the full control effect
#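 A549 ARE_Fluc cells in 5% FBS OPTI-MEM were exposed to compounds in concentration-response for 18-24 h at 37 deg C. Viability was read by CellTiter-Fluor fluorescence (Ex 405/Em 525) after 30 min, before the luciferase read.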
# Nrf2 activator – qHTS of Nrf2 Activators | AREc32 ARE-luciferase reporter (MCF7-derived line), luminescence, 24 h | Potency, µM (titrated, usually from 46.1 µM), inactives show at the top dose activation, usual class: activators | actives 0.31% (n = 410,000); further: potency means the concentration at half of the fitted maximal effect; % of control where 0% means no effect; nearly all actives have a fitted effect of over 65% in size
#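 Each well held 1000 AREc32 cells, which were incubated with compound for 24 hr at 37 deg C after overnight attachment, and ARE reporter activity was quantified by firefly luciferase luminescence.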
# MCF10A rerep – A quantitative high throughput screen for small molecules that induce DNA re-replication in MCF 10a normal breast cells | actives 2.9% (n = 350,000) | MCF 10A DNA re-replication, Hoechst nuclear intensity, 48 h | Potency, µM (top dose mostly 46.1 µM), without a hit: at the highest dose activity, positive = re-replication, hits mostly activators; further: potency means the concentration at half of the fitted maximal effect; % of control where 0% means no effect; nearly all actives have a fitted effect of over 50% in size
# IL1B secr inh – qHTS for Inhibitors of Inflammasome Signaling: IL-1-beta AlphaLISA Primary Screen; THP-1 LPS/ATP IL-1B secretion, AlphaLISA, 16 h; hits give low values; activity change, % at 57.5 µM; actives 4.7% (n = 360,000); AID 743279, 2014; in the data active means activity change below about -50%; inconclusive means mostly about -30% to -49%; further: on the % scale 0 is the no-effect control and ±100 the full control effect
#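 THP-1 cells pretreated 1 hr with compounds (up to 57.5 uM final), then stimulated with LPS (250 ng/mL final) plus ATP (1.25 mM final); secreted IL-1B measured by AlphaLISA after 16 hr, decreased signal indicating inhibition.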
# Nrf2 inh – Nrf2 qHTS screen for inhibitors | A549 ARE-Fluc reporter, luciferase luminescence, 18-24 h | Potency, µM (top dose mostly 46 µM), inactives show at the highest dose activity change, negative = inhibition, most hits filed as inhibitors | AID 504444, 2011 | actives 2.1% (n = 360,000); further: potency means the concentration at half of the fitted maximal effect; on the % scale 0 is the no-effect control and ±100 the full control effect; nearly all actives have a fitted effect of over 60% in size
#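 Two sequential reads on A549 ARE_Fluc cells exposed to compound for 18-24 h: a CellTiter-Fluor fluorescence read for viability, then a luciferase luminescence read for Nrf2/ARE activity.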
# S2 tox – Viability Counterscreen for Primary qHTS for Inhibitors of ATXN expression; Potency, µM (highest dose often 56.7 µM), most hits filed as cytotoxic; S2 cells (HEK-293 line with an ATXN2-luciferase reporter) viability, CellTiter-Fluor protease fluorescence, 24 h; AID 651635, 2014; actives 0.49% (n = 400,000); further: potency means the concentration at half of the fitted maximal effect; nearly all actives have a fitted effect of over 40% in size
# TGFb inhibitor – qHTS for Inhibitors of TGF-b; HepG2 CAGA-GFP TGF-b/SMAD3 reporter, GFP fluorescence, 18 h; TGF-beta stimulated, 500 pg/mL final; Potency, µM (titrated, usually from 46.1 µM), without a hit: top-dose activity, negative = inhibition, actives largely listed as inhibitors; actives 1.2% (n = 410,000); further: potency means the concentration at half of the fitted maximal effect; on the % scale 0 is the no-effect control and ±100 the full control effect; nearly all actives have a fitted effect of over 65% in size
#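 HEPG2 CAGA-GFP reporter cells (1000/well, DMEM with 1% FBS) received compounds, then recombinant TGF-beta at 500 pg/mL final for 18 hours at 37 degrees C. Per-cell GFP summed per well was normalised to unstimulated and stimulated DMSO controls before curve fitting.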
# HepG2 viability – qHTS for Inhibitors of TGF-b: Cytotox Counterscreen; actives 0.76% (n = 410,000); HepG2 CAGA-GFP viability, ATP luminescence, 18 h; Potency, µM (highest dose often 46.1 µM), without a hit: at the highest dose activity change, negative = cytotoxicity, most hits filed as cytotoxic; further: potency means the concentration at half of the fitted maximal effect; some results filed as inactive show a strong effect at the top dose
#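 HepG2 CAGA-GFP cells (1000/well, DMEM with 1% FBS) received compound, then TGF-beta at 500 pg/mL final, and were incubated 18 hours at 37 degrees C. Viability was read by CellTiter-Glo luminescence. Media-only wells were set as complete cell-killing and DMSO as no toxicity.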
# The depositor's hits bear a star; i = inactive; ? = inconclusive; / = not tested or not shown; & = joins results of further samples; [ ] = remark or other dose. Unless noted, the call rests on the fitted dose curve; in most records, active means well fitted curve in the direction sought with a large enough effect; inconclusive means small, poorly fitted or top-dose-only effect, or another doubt; inactive means no such curve, though single readings can be large; an effect the other way counts as inactive or inconclusive.
no.	smiles	ATXN2 expr inh	A549 viability	Nrf2 activator	MCF10A rerep	IL1B secr inh	Nrf2 inh	S2 tox	TGFb inhibitor	HepG2 viability
1	COc1cc(C(=O)Nc2cccc(OCc3cc(=O)n4c(C)csc4n3)c2)cc(OC)c1OC	12%	0%	0.3%	/	/	-4%	i	-21%	-9%
2	CC(NC(=O)c1cc2c(=O)n3ccccc3nc2n(CC2CCCO2)c1=N)c1ccccc1 (stereo not given)	-6%	?	-1.0%	5.8µM*	21	23%	/	25%	-2%
3	CCCCn1c(N)c(N(CCC(C)C)C(=O)c2cc(CC)c(C)s2)c(=O)[nH]c1=O	0%	-13%	0.5%	-1%	0	1%	?	0%	-18%
4	Cc1ccc(NC(=O)CCC(=O)N/N=C/c2cccs2)cc1	/	-5%	-0.2%	2%	14	9%	i	-1%	5%
5	Cc1cccc(N=Nc2cnc(N)s2)c1	55%[activator]	-4%	8.8%	-3%	-65*	?	i	-11%	-16%
6	CC(=O)c1cc(-c2ccccc2)n(CC(=O)N2CCC(N3CCCCC3)CC2)c1C	8%	5%	3.7%	6%	-3	?	i	2%	-3%
7	CCN(CC)CCCNC(=O)c1ccccc1NC(=O)C1=CSCCO1	-8%	0%	-2.1%	1%	0	0%	i	0%	-29%
8	C=CCOc1cccc(C2C(C(=O)c3ccc(C)o3)=C(O)C(=O)N2CCN2CCOCC2)c1 (stereo not given)	/	/	13%	/	?	/	i	-5%	-6%
9	CCOc1ccc(NC(=O)[C@H](Cc2ccccc2)N2Cc3ccccc3C2=O)cc1	3%	0%	-1.0%	/	/	8%	i	-11%	2%
10	COc1ccccc1NC(=S)N(CCCN1CCOCC1)Cc1cccs1	-2%	-18%	0.3%	?	13	?	i	-16%	0%
11	CCSc1nnc(NC(=O)c2cc(=O)c3cc(C)c(C)cc3o2)s1	-1%	5%	0.1%	/	/	0%	i	0%	0%
12	Cc1cccc(-n2c(N)cc(=O)[nH]c2=S)c1C	-5%	-6%	0.4%	2%	2	-1%	i	7%	-8%
13	Cc1ccccc1CCNC(=O)CCn1nc(C)c2c(C)n(-c3ccccc3)nc2c1=O	-7%	12%	0.1%	0%	-23	?	i	3%	-7%
14	O=C(c1cc(C2CC2)on1)N1CCN(C(c2ccccc2)c2ccccc2)CC1	-4%	6%	-0.3%	12%	7	0%	i	4%	-8%
15	COc1ccc(OC)c2sc(NC(=O)c3ccc(Cl)s3)nc12	-27%	-2%	-1.1%	0%	-23	0%	/	-4%	-11%

# As a short view, some entries already given:
no.	smiles	ATXN2 expr inh	A549 viability	Nrf2 activator	MCF10A rerep	IL1B secr inh	Nrf2 inh	S2 tox	TGFb inhibitor	HepG2 viability
14	O=C(c1cc(C2CC2)on1)N1CCN(C(c2ccccc2)c2ccccc2)CC1	-4%	6%	-0.3%	12%	7	0%	i	4%	-8%
15	COc1ccc(OC)c2sc(NC(=O)c3ccc(Cl)s3)nc12	-27%	-2%	-1.1%	0%	-23	0%	/	-4%	-11%

# Next records:
no.	smiles	ATXN2 expr inh	A549 viability	Nrf2 activator	MCF10A rerep	IL1B secr inh	Nrf2 inh	S2 tox	TGFb inhibitor	HepG2 viability
16	Cc1ccc(Cl)cc1Nc1sc(C(=O)c2ccccc2)c(N)c1S(=O)(=O)c1ccccc1	/	5%	0.4%	/	/	?	/	7%	1%
17	N#Cc1ccsc1NC(=O)CN1CCN(c2ccccc2)CC1	0%	-4%	2.4%	?	34	?	?	6%	-2%
18	COc1ccc(C(=O)Nc2ccc3nc(N4CCCCC4)cc(C)c3c2)cc1OC	-31%	?	8.7%&4.7%	?	31	?	?	?	-50%&-45%
19	NC(=O)c1ccccc1NC(=O)Cn1nc(Cc2cccnc2)c2ccccc2c1=O	/	-1%	0.0%	/	/	-20%	/	?	-28%
20	N#Cc1cnn2c(-c3cccc([N+](=O)[O-])c3)ccnc12	-22%	0%	0.3%	-2%	-10	-10%	/	-3%	-16%
21	CCNc1nc(SCC(=O)OC)nc(N(C)C)n1	-1%	1%	0.5%	5%	-6	-5%	i	-13%	-39%
22	O=C1c2ccccc2N2C(=O)c3ccccc3C2N1Cc1ccco1 (stereo not given)	-8%	-9%	0.4%	25%	?	-15%	i	6%	-20%
23	CC(C)N(C(=O)CSc1nnc(-c2cc3ccccc3cc2O)n1Cc1ccco1)C(C)C	-15%	2%	0.2%	4%	-7	11%	?	?	-3%
24	O=C(/C=C\c1cn(-c2ccccc2)nc1-c1ccc2c(c1)OCCO2)N1CCOCC1	/	10%	-0.2%	18µM*	-22	-20%	?	-7%	-15%
25	COc1ccc(-c2nc3cc(C(C)C)ccc3o2)cc1NC(=O)c1ccc(C)c(Cl)c1	1%	1%	5.7%	/	/	3%	i	-1%	-5%
26	CCN(CC)c1ccc(NC(=O)c2cc(C)nc3c2c(C)nn3-c2cccc(F)c2)c(C)c1	5%	-4%	0.4%	/	/	?	i	0%	-2%
27	COC(=O)c1ccc(Nc2cc(C)nc3nc(C)nn23)cc1	1%	4%	0.2%	3%	12	2%	i	0%	-15%
28	O=[N+]([O-])c1ccc(NC2CCCCC2)nc1	-11%	-16%	0.1%	-1%	10	-2%	i	-8%	7%
29	CCN1CCN(c2nnc(-n3cccc3C(=O)Nc3cccc(OC)c3)s2)CC1	/	5%	3.9%	/	/	?	/	0%	-3%
30	Cc1cc(C)c(NC(=O)CNC(=O)COC(=O)Cc2ccccc2C)c(C)c1	/	17%	-0.1%	-2%	-4	8%	i	-8%	-1%
31	COc1ccc(S(=O)(=O)NCc2ccc(F)cc2)cc1OC	4%	-10%	-0.1%	-1%	-2	-5%	i	0%	5%
32	COc1ccc(CCC(=O)OCC(=O)c2cccc(OC)c2)cc1	-9%	5%	0.0%	-9%	25	3%	i	13%	-1%
33	Cc1cc(N=Nc2c(O)c3ccccc3[nH]c2=O)ccc1N=Nc1ccc(C(=O)N(C)C)cc1	/	-9%	7.8%	15%	26	19%	i	13µM*	-75%
34	CC(NS(=O)(=O)c1cc(C(F)(F)F)ccc1Cl)C(=O)N(C)C1CCN(C)CC1 (stereo not given)	21%	3%	-0.7%	3%	11	5%	i	-7%	-21%
35	COc1cc2ccccc2cc1C(=O)N1CCN(c2ccccc2O)CC1	/	10%	-0.2%	18%	-18	-12%	i	?	-14%
36	COC(=O)Nc1c(C(=O)OC)cc(OC)c(OC)c1OC	5%	-8%	-0.9%	-13%	10	6%	i	7%	2%
37	CCOCCCNC(=S)N1CCCN(c2nc3c(C)c(C)ccc3cc2C#N)CC1	?	-8%	0.4%	2%	?	?	?	?	-16%
38	COC(=O)CSc1nc(NC(C)C)nc(N2CCOCC2)n1	-18%	5%	-1.0%	-1%	7	/	i	-2%	2%
39	COc1ccc(N/C=C/C(=O)C(C)(C)C)cc1	-14%	2%	0.5%	15%	7	-4%	i	-6%	-3%
40	COc1ccc(C(=O)COC(=O)CN2C(=O)NC(C)(C)C2=O)cc1OC	/	3%	0.1%	1%	-17	4%	/	31%[activator]	7%
41	Cc1ccc(CNC(=O)c2ccc3c(c2)NC(=O)C(N2CCOCC2)S3)cc1 (stereo not given)	-15%	14%	1.8%	4%	-77*	0%	i	-3%	-15%
42	Cc1ccc(C(=O)NCC(c2ccc(F)cc2)N2CCOCC2)cc1S(=O)(=O)N1CCOCC1 (stereo not given)	-19%	-2%	0.2%	7%	-12	-2%	i	8%	-5%
43	Cc1cccc(CNC(=O)c2ccc3oc(=O)n(Cc4ccccc4)c3c2)c1	-18%	-3%	4.9%	/	/	/	?	-6%	3%
44	Cc1cccc(NC(=O)CN2C(=O)c3ccccc3C2=O)c1C	/	-1%	0.2%	14%	29	7%	i	-3%	1%
45	O=S(=O)(c1ccc(C(F)(F)F)cc1)N1CCN(CCc2ccccc2)CC1	-14%	-11%	0.3%	5%	5	-11%	i	-14%	-8%
46	COc1ccc(COC(=O)c2ccc(S(=O)(=O)N3CCCCC3)cc2)cc1OC	3%	1%	-0.2%	-1%	4	8%	?	-1%	3%
47	CCc1ccc(CCC(=O)N2CCN(S(=O)(=O)c3ccc(Br)cc3)CC2)cc1	/	/	1.0%	/	-7	/	?	-22%	-14%
48	COc1ccc(C(CNC(=O)CCNS(=O)(=O)c2ccccc2C(F)(F)F)N2CCOCC2)cc1 (stereo not given)	-6%	-6%	-0.1%	2%	-12	-3%	i	2%	-1%
49	COc1ccc(NC(=O)Cc2ccc(Cl)cc2)cc1S(=O)(=O)N1CCCCC1	?	-13%	0.6%	19%	?	?	i	?	-24%
50	CC1CCN(C(=O)c2ccccc2NC(=O)c2cccc(S(=O)(=O)N(C)C)c2)CC1	1%	-1%	-0.7%	8%	6	-3%	i	7%	2%
51	CCOc1ccc(C(=O)NCC(=O)NC(C)CCc2ccccc2)cc1OCC (stereo not given)	-10%	2%	-0.3%	3%	-11	10%	i	4%	3%

# Entries of single compounds as entered above. Values in the order: ATXN2 expr inh	A549 viability	Nrf2 activator	MCF10A rerep	IL1B secr inh	Nrf2 inh	S2 tox	TGFb inhibitor	HepG2 viability
# CC1CCN(C(=O)c2ccccc2NC(=O)c2cccc(S(=O)(=O)N(C)C)c2)CC1 is listed as 1%	-1%	-0.7%	8%	6	-3%	i	7%	2%
# CCc1ccc(CCC(=O)N2CCN(S(=O)(=O)c3ccc(Br)cc3)CC2)cc1 is listed as /	/	1.0%	/	-7	/	?	-22%	-14%
# COc1ccc(NC(=O)Cc2ccc(Cl)cc2)cc1S(=O)(=O)N1CCCCC1 is listed as ?	-13%	0.6%	19%	?	?	i	?	-24%
# COc1ccc(COC(=O)c2ccc(S(=O)(=O)N3CCCCC3)cc2)cc1OC is listed as 3%	1%	-0.2%	-1%	4	8%	?	-1%	3%
